Screens from PubChem BioAssay.
Lipid storage S3 = qHTS Assay for Lipid Storage Modulators in Drosophila S3 Cells. Potency in µM for hits, for the others lipid storage change, negative = inhibition, % at the top dose, mostly 46.1 µM. Drosophila S3 cells, BODIPY lipid droplet fluorescence, 18-24 h; cells fed with added oleic acid. 0.64% of 320,000 active. AID 2685; active means well fitted inhibition curve with a large enough effect in the signal ratio, with a control signal flat, not every such curve was filed as active; inconclusive means small, poorly fitted or top-dose-only effect, or effect the other way, or a change in a side signal; the % refers to the signal ratio
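Drosophila S3 cells loaded with oleic acid (400 uM, as added) and compounds at several concentrations; lipid droplets imaged by 488-nm laser-scanning cytometry, 500–530 nm intensity and object ratio to cell channel. Percent activity normalized to 20 uM Triacsin C.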
Lipid storage S3 cell count max = further read-out of Lipid storage S3, marked with its call; cell number change, %; measured here: cell count max response;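 cells counted by Cell Tracker Red CMTPX staining in the red channel; peak over a dose series mostly up to 46.1 µM; percent activity relative to internal control wells on each plate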
Active calls of the source: *; i = inactive; ? = inconclusive; · = not tested or not shown. On the % scale 0 is the no-effect control and ±100 the full control effect; potency means the concentration at half of the fitted maximal effect. Not all compounds are listed; rates above refer to the full screens.

structure	Lipid storage S3	Lipid storage S3 cell count max
CCOc1cc(C(=O)NC(C)CC)cc(OCC)c1OCC (stereo not given)	?	·
COc1ccccc1S(=O)(=O)Cc1ccc(C(=O)NCc2ccccc2)o1	?	·
CC(C)CC(c1nnnn1CC1CCCO1)N1CCN(c2cccc(Cl)c2)CC1 (stereo not given)	3.1%	-9.2
Cc1ccc(C(=O)Nc2cccc(C(=O)NCc3ccccc3)c2)o1	?	·
CCn1cc(CNC(=O)C2CCC(=O)N(CCc3cccc(F)c3)C2)cn1 (stereo not given)	i	-11.6
CC(=O)c1c(N2CCN(Cc3ccccc3)CC2)nc(=S)n(Cc2ccccc2)c1C	?	·
O=C(COC(=O)c1ccccc1C(=O)c1ccc(Cl)cc1)NCc1ccccc1	-11.4%	-2.5
Cc1ccc(-c2cc(C(=O)N/N=C/c3ccc([N+](=O)[O-])o3)c3ccccc3n2)o1	i	-24.4
CSc1ccc(/C=N/NC(=O)C[n+]2ccccc2)cc1	?	·
COc1ccccc1-c1cc(C(=O)Nc2cc(C)nn2-c2ccccc2)no1	?	·
COCCn1c(C)cc(C(=O)COC(=O)c2ccc(N3CCCC3=O)cc2)c1C	?	·
Cc1cc(=O)oc2cc3c(cc12)OCCO3	?	·
Cc1nn2c(C)c(C(=O)Nc3ccccc3)cnc2c1-c1ccccc1	-2.5%	3.0
CCn1c(SCC(=O)N2c3ccccc3CCc3ccccc32)nnc1-c1ccc(OC)cc1	?	·
COc1ccccc1CN(C)C(=O)c1cc(-c2cc(OC)c(OC)c(OC)c2)nc2ccccc12	?	·
CC1Cc2ccccc2N1C(=O)Cn1cnc2ccccc2c1=O (stereo not given)	?	·
CCOC(=O)c1c(C)[nH]c(C)c1C(=O)CSc1nc2ccccc2c(=O)n1-c1ccc(F)cc1	-0.6%	8.9
COc1ccc(CCNC(=O)CSc2nnc(-c3cccc(C)c3)o2)cc1OC	?	·
COc1ccccc1NC(=O)c1ccc2c(c1)OCO2	4.6%	-4.4
NNC(=O)c1cc2cc3ccccc3nc2s1	2.5%	-4.5

Ordered by number of heavy atoms (low to high): some entries from above.
structure	Lipid storage S3	Lipid storage S3 cell count max
Cc1cc(=O)oc2cc3c(cc12)OCCO3	?	·
COc1ccccc1-c1cc(C(=O)Nc2cc(C)nn2-c2ccccc2)no1	?	·
CC(C)CC(c1nnnn1CC1CCCO1)N1CCN(c2cccc(Cl)c2)CC1 (stereo not given)	3.1%	-9.2
CCn1c(SCC(=O)N2c3ccccc3CCc3ccccc32)nnc1-c1ccc(OC)cc1	?	·

(next part)
structure	Lipid storage S3	Lipid storage S3 cell count max
Nc1ccc2oc(-c3ccccn3)nc2c1	-2.3%	·
Fc1ccccc1OCC1CCCN(Cc2nc(CC3CC3)no2)C1 (stereo not given)	20.8%	11.8
NS(=O)(=O)c1ccc(CCNC(=O)COC(=O)CCSc2ccc(Cl)cc2)cc1	-13.6%	·
Cc1ccc(C)c(N2CCN(CC(=O)Nc3ccc([N+](=O)[O-])cc3C(=O)Nc3ccccc3F)CC2)c1	?	·
O=C(CSc1nnc(-c2ccc(O)cc2)o1)NNC(=O)c1ccncc1	?	·
COc1ccc(C(CNC(=O)c2cccc(NC(=O)c3cccs3)c2)N2CCCC2)cc1 (stereo not given)	9.7%	2.5
COc1ccc(CC(=O)OCC(=O)NCc2ccc(Cl)cc2)cc1	?	·
Cc1c(C(=O)NC(=S)Nc2ccc(N3CCOCC3)cc2)cccc1[N+](=O)[O-]	5.8%	·
CCOC(=O)c1c(CN2CCCCC2)n(C)c2cc(Br)c(O)cc12	?	·
Cc1cccc(CN2CCNC2=O)c1	?	·
COc1ccc(N2CCN(C(c3ccccc3)c3nnnn3Cc3ccc(F)cc3)CC2)cc1 (stereo not given)	22.0%	-12.2
COc1ccc(NC(=O)CSCC(=O)N(C)CC(=O)Nc2c(C)cccc2C)cc1	-7.6%	0.6
Cc1ccc2nsnc2c1NC(=O)c1sc2ccccc2c1Cl	?	·
O=C(c1cccn(Cc2ccc(Cl)c(Cl)c2)c1=O)N1CCOCC1	?	·
COc1cccc(-c2nnc(NC(=O)c3ccco3)s2)c1	?	·
Cc1cc(C)cc(N2CC(O)=C(c3nc4ccccc4c(=O)[nH]3)C2=N)c1	-3.8%	-5.5
O=C(CNC(=O)c1ccc(Cl)c([N+](=O)[O-])c1)OCN1C(=O)c2ccccc2C1=O	i	·
CCOC(=O)C1(CCOc2ccccc2)CCN(Cc2cccc3c2OCO3)CC1	-14.2%	·
COc1ccc(CN(C)C(=O)CCl)cc1	?	·
Cn1cccc1/C=C1\SC(=S)N(NC(=O)c2ccccc2)C1=O	-20.8%	8.9

Single values from above:
Reading of `COc1ccc(N2CCN(C(c3ccccc3)c3nnnn3Cc3ccc(F)cc3)CC2)cc1` (stereo not given) in Lipid storage S3: 22.0%
Reading of `Fc1ccccc1OCC1CCCN(Cc2nc(CC3CC3)no2)C1` (stereo not given) in Lipid storage S3 cell count max: 11.8
Reading of `Cn1cccc1/C=C1\SC(=S)N(NC(=O)c2ccccc2)C1=O` in Lipid storage S3: -20.8%
Reading of `COc1ccc(C(CNC(=O)c2cccc(NC(=O)c3cccs3)c2)N2CCCC2)cc1` (stereo not given) in Lipid storage S3 cell count max: 2.5

The list continues.
structure	Lipid storage S3	Lipid storage S3 cell count max
CCNC(=O)COC(=O)c1cccc(Br)c1	?	·
N#CC(C#N)=C1C(=O)N(CCN2CCOCC2)c2ccccc21	8.0%	14.6
CCN(CC)S(=O)(=O)c1ccc(S(=O)(=O)NCC2CCCO2)cc1 (stereo not given)	?	·
CCc1onc(C)c1C(=O)Nc1ccc(N2CCOCC2)cc1	?	·
COc1ccc(NC(=O)Cc2ccsc2)cc1S(=O)(=O)N1CCOCC1	20.9%	9.3
CCNc1nc(SC)nc(N(C#N)CC(=O)OC)n1	?	·
CC(NC(=O)c1ccccc1F)c1cccc2ccccc12 (stereo not given)	i	3.8
CC(C)(C)C(=O)N/C(N)=N/c1nc2ccccc2o1	?	·
CS(=O)(=O)c1ccc2nc(NC(=O)C3C4C=CC(C4)C3C(=O)O)sc2c1 (stereo not given)	?	·
COc1ccc(S(=O)(=O)N2CCN(C(=O)c3ccccn3)CC2)cc1	?	·
O=C(O)CSc1ncccn1	?	·
O=C(NCc1ccccc1)c1ccc(NC(=O)C2CCCO2)cc1 (stereo not given)	?	·
O=C(CCSc1ccccc1Cl)Nc1cccc([N+](=O)[O-])c1	14.6%	·
CCC(=O)N1CCc2cc(S(=O)(=O)CCC(=O)Nc3ccc(C(C)=O)cc3)ccc21	i	-15.3
COC(=O)c1ccc(COC(=O)c2ccccn2)cc1	-19.4%	-3.3
C=CCNC(=O)c1ccc(C)cc1Cl	?	·
O=C(NNS(=O)(=O)c1ccccc1)c1ccc(O)cc1	-1.2%	0.3
Cc1ccccc1NC(=S)NCc1ccc(Cl)cc1	-2.4%	16.0
Cc1c(Cl)cccc1NS(=O)(=O)c1c(C(=O)N2CCOCC2)c(C)n(C)c1C	-12.7%	-10.2
COc1ccc(CN(Cc2cc3ccc(C)cc3[nH]c2=O)Cc2nnnn2C2CCCC2)cc1	13.0%	-26.7
COc1cc(/C=C(\NC(=O)c2ccccc2)C(=O)Nc2nccs2)ccc1OC(C)=O	-7.1%	-13.2
CC(C)[C@H](NC(=O)N1CC(=O)Nc2ccccc21)C(=O)N1CCC[C@@H]1C(=O)O	4.1%	-11.6
CC(C)(C)OC(=O)C(Cc1ccc(OC(C)(C)C)cc1)NC(=O)CNC(=O)OCc1ccccc1 (stereo not given)	?	·
CCOc1ccc(OCCCCNCCN)cc1	?	·
CCOC(=O)c1cc(CC)sc1NC(=O)Cc1ccsc1	?	·
O=C(COC(=O)CNC(=O)c1ccco1)NCc1ccc(F)cc1	20.5%	·
COC(=O)C1CCN(C(=O)COC(=O)CCc2nc3ccccc3c(=O)[nH]2)CC1	i	-9.3
COc1cccc(N(CC(=O)N2CCOCC2)S(C)(=O)=O)c1	-21.0%	-13.1
CC1CCC(NC(=O)C2CCN(C(=O)NC3CCCCC3)CC2)CC1 (stereo not given)	?	·
C[C@H](NC(N)=O)C(=O)OCC(=O)NCc1cccs1	7.5%	13.8
O=C(NC1CCCC1)c1ccc(COCC(F)(F)C(F)F)o1	?	·
CC(OC(=O)/C=C/c1ccc2ccccc2n1)C(=O)NCc1ccccc1 (stereo not given)	?	·
COC(=O)Cn1c(=O)n(CCc2ccccc2)c(=O)c2c3c(sc21)CCCC3	?	·
Cc1c(NS(=O)(=O)c2ccc(Cl)c(C(=O)OC(C)C(=O)NCc3ccco3)c2)c(=O)n(-c2ccccc2)n1C (stereo not given)	?	·
O=S(=O)(Nc1cccc(-c2cn3cccnc3n2)c1)c1ccc(Cl)cc1	?	·
COc1cc(NC(=O)Cn2c(=O)n(CC3CCCO3)c(=O)c3cc(OC)c(OC)cc32)cc(OC)c1 (stereo not given)	?	·
C=CCN1C(=O)C2(C(C(=O)c3ccc(C)o3)=C(O)C(=O)N2CCCN2CCOCC2)c2ccccc21 (stereo not given)	?	·
CC(=O)OC[C@]1(OC(C)=O)C[C@@]23CC[C@H]4[C@@](C)(CCC[C@@]4(C)C(=O)O)[C@@H]2CC[C@@H]1C3	-5.0%	3.5
CC(=O)Nc1ccc(S(=O)(=O)NCC(=O)OCc2cc(=O)oc3ccc4ccccc4c23)cc1	?	·
CSCc1c(C(=O)NCCc2ccccn2)oc2ccccc12	?	·
Cc1ccc(-n2c(SCC(=O)N3CC(=O)Nc4ccccc43)nc3ccccc3c2=O)cc1C	-4.2%	-10.6
c1ccc(-c2csc(Nc3ccccn3)n2)cc1	i	-22.8
Cc1ccc(CN(C(=O)Cn2nnc3ccccc32)C(C(=O)NCc2ccco2)c2cccs2)cc1 (stereo not given)	?	·
Cc1csc(NC(=O)C2C3C=CC(C3)C2C(=O)O)n1 (stereo not given)	?	·
CCC(C)Sc1nc(O)cc(=O)[nH]1 (stereo not given)	?	·
COc1ccc(N2CCN(S(=O)(=O)c3c(C)[nH]c(C)c3C(=O)N3CCCC3)CC2)cc1	?	·
Cc1ccc(NC(=O)CS(=O)CC(=O)N(C(C)C(=O)NC2CCCCC2)C(C)(C)C)cc1 (stereo not given)	3.8%	2.0
O=C(COC(=O)c1ccco1)Nc1ccc(Br)cc1	?	·
Cc1ccc2c(c1)C1(SCCS1)C(=O)N2	29.7%	-16.3
Cc1ccc(CNC(=O)CCc2c(C)[nH]c(=O)c(C#N)c2C)cc1	?	·
COc1ccc(OC)c(NC(=O)NCc2ccc(F)cc2)c1	?	·
O=C(COC(=O)CCN1C(=O)C2CC=CCC2C1=O)NCCc1ccc(F)cc1 (stereo not given)	?	·
CCn1ccnc1CNC(=O)c1ccc2oc(C(C)C)nc2c1	16.1%	5.0
COc1ccc(N(C)C(=O)Cc2c(C(=O)O)[nH]c3ccccc23)cc1	2.0%	3.8
COC(=O)C1=C(C)N(c2cccc(Cl)c2)C(=O)C1	?	·
COc1ccc(-c2noc(C3CCCN(S(=O)(=O)c4cccc(Cl)c4)C3)n2)cc1OC (stereo not given)	16.0%	1.8
Cc1cc(C)nc(NS(=O)(=O)c2ccc(NC(=O)CN3C(=O)C4CC=CCC4C3=O)cc2)n1 (stereo not given)	?	·
Cc1sc2ncnc(N3CCC(C(=O)NCC(=O)Nc4ccc(F)c(F)c4)CC3)c2c1C	?	·
CCCCn1c(N)c(N(CCC(C)C)C(=O)C2=COCCO2)c(=O)[nH]c1=O	?	·
O=S(=O)(c1cnc[nH]1)N1CCc2ccccc21	?	·

The list continues.
structure	Lipid storage S3	Lipid storage S3 cell count max
COc1cccc(OCc2cc(C3Nc4ccccc4C(=O)N3Cc3ccco3)ccc2OC)c1 (stereo not given)	4.0%	11.3
CC1C=CCC2C(=O)N(c3ccc(OC(=O)c4cccs4)cc3)C(=O)C12 (stereo not given)	?	·
Cc1ccccc1NC(=O)CNc1ccccc1C(=O)NCc1ccco1	?	·
C/C(=N\NC(=O)Cc1ccc(Cl)c(Cl)c1)c1cccnc1	?	·
CCn1c(N)nc2ccccc21	?	·
CCOC(=O)C1CCCN(Cc2ccc(OCC)cc2)C1 (stereo not given)	?	·
CN1CCN(CCNC(=O)Nc2ccc(Cl)cc2)CC1	?	·
O=c1cc(-c2ccc(Cl)cc2)nc(N2CCN(c3ccccc3)CC2)[nH]1	?	·
N#C/C(=N/Nc1ccc(S(=O)(=O)N2CCOCC2)cc1)C(N)=O	-6.6%	6.4
CC(=O)Nc1ccc(NC(=O)C(C)OC(=O)c2ccc(N(C)C)cc2)cc1 (stereo not given)	?	·
NC(=O)c1ccccc1NC(=O)CCc1ccccc1	?	·
C=CCSC(CC)(CC)C(N)=O	-15.0%	-2.6
O=C(c1cccs1)N1CCCC(c2nc3c(nnn3Cc3ccc(F)cc3)c(=O)[nH]2)C1 (stereo not given)	?	·
Cn1c(N)c(C(=O)CSc2nc(C3CC3)n(-c3ccccc3)n2)c(=O)n(C)c1=O	?	·
CC(=O)N1N=C(c2ccco2)CC1c1cc2ccc(C)cc2nc1Cl (stereo not given)	-7.0%	8.8
O=C(O)c1ccccc1NN=C1CCCCC1	?	·
CN(CC(=O)N1CCCCCC1)S(=O)(=O)c1ccccc1	i	·
CCN1CC=C2C(C#N)=C(N)C(C#N)(C#N)C(CCc3ccccc3)C2C1 (stereo not given)	?	·
